TexasRed fluor = counter-screen for TRb-SRC2 inhibitors: fluorescence interference; TRb/SRC2 Texas Red total fluorescence interference; Potency, µM (top dose mostly 106 µM), inactives show at the highest dose fluorescence change, negative = quenching; hit rate 0.29% among 280,000; AID 1479; active = well fitted curve in either direction with a large enough effect; inconclusive = small, poorly fitted or top-dose-only effect
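Human TRβ ligand-binding domain (0.6 uM) and Texas Red SRC2 peptide (20 nM) in Tris buffer with 1 uM T3 and 5% DMSO were incubated with pinned compound for 5 hr at ambient temperature. Total fluorescence was computed as S + 2P (555/632 nm).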
TRb SRC2 PPI = disrupts binding of human TR beta to SRC2 | P10828 | TRbeta-SRC2 peptide binding, fluorescence polarization; receptor liganded with 1 µM T3 | Potency, µM (series often up to 106 µM), for inactives: at the highest dose activity change, negative = inhibition, most hits filed as inhibitors | hit rate 0.065% among 280,000 | AID 1469;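 note: plate controls were bound peptide for no effect and peptide without receptor for full effect; nearly all actives have a fitted effect of over 50% in size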
Target sequence (P10828 whole entry, looked up): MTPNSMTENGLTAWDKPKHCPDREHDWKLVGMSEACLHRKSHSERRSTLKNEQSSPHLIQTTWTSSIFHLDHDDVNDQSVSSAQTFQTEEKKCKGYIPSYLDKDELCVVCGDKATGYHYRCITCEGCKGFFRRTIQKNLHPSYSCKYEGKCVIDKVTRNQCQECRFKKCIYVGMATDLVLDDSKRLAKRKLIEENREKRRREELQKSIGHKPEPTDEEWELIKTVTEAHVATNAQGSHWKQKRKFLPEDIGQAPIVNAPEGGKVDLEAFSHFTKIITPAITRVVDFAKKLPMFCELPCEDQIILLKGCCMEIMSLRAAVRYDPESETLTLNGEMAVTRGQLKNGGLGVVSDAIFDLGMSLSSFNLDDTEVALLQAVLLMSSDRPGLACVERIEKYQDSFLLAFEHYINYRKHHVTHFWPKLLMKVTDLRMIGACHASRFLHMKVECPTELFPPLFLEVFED
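Fluorescence polarization of 20 nM Texas Red SRC2 peptide with 0.6 uM human TRb ligand-binding domain, in Tris buffer with 1uM T3 and 5% DMSO. Incubated 5 hr ambient; normalized to unbound and bound controls.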
GAA glycogen mod = alters human alpha-glucosidase cleavage of glycogen; P10253; recombinant GAA, glycogen substrate, Amplex Red glucose oxidase fluorescence; Potency, µM (highest dose often 76.4 µM), for the others: top-dose activity change, negative = inhibition, most hits filed as inhibitors; hit rate 0.38% among 300,000;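 note: 0% = full enzyme reaction and -100% = no-enzyme basal signal; the screen sought inhibitors and activators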
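Natural-substrate format: glycogen cleavage by 4 nM human enzyme, glucose read by Amplex Red coupling (Ex 573, Em 610 nm). Normalized to enzyme and no-enzyme controls.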
Starred values were filed as active, the others as inactive; ? = inconclusive; & = joins results of further samples; [ ] = another dose, or the depositor's remark. Unless noted, calls come from the whole dose curve; as a rule, active = well fitted curve in the direction sought with a large enough effect; inconclusive = small, poorly fitted or top-dose-only effect, or another doubt; inactive = no such curve, though single readings can be large; an effect the other way counts as inactive or inconclusive. Unless noted, % is set by controls: 0 for no effect and ±100 for the full control effect; potency is the fitted concentration of half-maximal effect.

SMILES | TexasRed fluor | TRb SRC2 PPI | GAA glycogen mod
COc1ccc(CCNC(=O)CCn2c(=O)c3ccccc3n(Cc3ccc(Cl)cc3)c2=O)cc1OC | 10% | 5% | -3%[76.3 µM]
Cc1cccc(CCNC(=O)CCS(=O)(=O)c2cc3c(cc2Cl)NC(=O)CO3)c1 | ? | 0% | 0%&5%[76.3 µM]
CN(C(=O)CSc1nc2ccc(NC(=O)c3ccc(F)cc3)cc2s1)c1ccccc1 | 0% | 7% | -6%[76.3 µM]
COc1ccc(Cl)cc1NC(=O)CSc1cn(CC(=O)N2CCCC2)c2ccccc12 | -1% | 1% | -13%[76.3 µM]
CSc1ccc(Nc2nn(-c3ccc(OC(F)(F)F)cc3)nc2C(C)=O)cc1 | -2% | 1% | -8%[76.3 µM]
COc1ccc(NCc2ccccc2-c2nnc(-c3ccccc3)o2)cc1Cl | -1% | -1% | -8%[76.3 µM]
Cn1c(=O)c(=O)n(C)c2cc(S(=O)(=O)CCC(=O)Nc3cccc(C(F)(F)F)c3)ccc21 | 2% | 3% | 0%&-3%[76.3 µM]
COc1ccc(CCNC(=O)c2ccc3c(c2)N(Cc2ccccc2)C(=O)c2ccccc2S3=O)cc1OC (centres undefined) | -5% | 2% | 0%[76.3 µM]
COc1ccc(-c2csc(-c3c(N)c(C(=O)c4ccccc4)n4ccccc34)n2)cc1OC | -4% | 10% | -6%[76.3 µM]
CCn1cc(C(=O)NCCCN(CC(C)C)CC(C)C)c(=O)c2cc(S(=O)(=O)N(C)C3CCCCC3)ccc21 | -1% | 1% | 17%[76.3 µM]
COc1cccc(CN(C(=O)c2ccc(C(C)(C)C)cc2)C2CCS(=O)(=O)C2)c1 (centres undefined) | -14% | 0% | 0%[76.3 µM]
CCc1ccc2c(c1)c(=O)c(S(=O)(=O)c1ccc(F)cc1)cn2CC(=O)Nc1ccccc1OC | -1% | 4% | -4%[76.3 µM]
CCc1cccc(-n2c(C)nc3c(cnn3-c3ccc(Cl)cc3)c2=O)c1 | 0% | 4% | -10%[76.3 µM]
CCCCN(CC)CCCNC(=O)c1cc2c(=O)oc3ccc(C)cc3c2s1 | -3% | -8% | -2%[76.3 µM]
COc1cccc2cc(-c3nnc(-c4ccc(Cl)cc4)o3)c(=O)oc12 | 5% | 2% | -8%[76.3 µM]
CCC(C(=O)Nc1cccc(-c2nc3cccnc3s2)c1C)c1ccccc1 (centres undefined) | -1% | -2% | -5%[76.3 µM]
COC(=O)c1ccccc1NC(=O)C1=C(C)C(=O)OC12CCCCCC2 | 9% | 5% | -17%[76.3 µM]
CCCCc1ccc(C(=O)c2c(N)c(C(=O)Nc3cccc(OC)c3)c3ccccn23)cc1 | -2% | -1% | 6%[76.3 µM]
CCCCC1CCC(C(=O)N2CC(=O)Nc3ccc(C)cc3C2c2ccc(F)cc2)CC1 (centres undefined) | -3% | 5% | -22%[76.3 µM]
CC(=O)c1cccc(NC(=O)c2sc3nc4c(cc3c2N)CCCC4)c1 | -5% | 1% | 16%[76.3 µM]
CCOC(=O)c1ccc(NC(=O)N2CCOc3ccccc32)cc1 | 2% | -9% | 13%[76.3 µM]
Cc1ccc2c(C)c(C(=O)N3CCC(c4nc5ccccc5s4)CC3)oc2c1C | 2% | 4% | 11%[76.3 µM]
COc1cccc(CSc2nc(-c3ccccc3F)nc3c2Cc2c(CO)cnc(C)c2O3)c1 | 1% | 8% | 10%[76.3 µM]
CSc1ncc(Cl)c(C(=O)N(Cc2ccccc2Cl)C2CCS(=O)(=O)C2)n1 (centres undefined) | 8% | -4% | -1%[76.3 µM]
CN(C(=O)Nc1cn(C)c(=O)c2ccccc12)c1ccccc1 | 1% | 3% | 0%[76.3 µM]
(cont.)
SMILES | TexasRed fluor | TRb SRC2 PPI | GAA glycogen mod
CC(=O)N1c2c(cc(Br)cc2S(=O)(=O)N2CCN(c3ccccc3)CC2)CC1C (centres undefined) | -3% | 6% | -15%[76.3 µM]
COc1ccc(CCNC(=O)c2nc(SCc3ccc(C)cc3)ncc2Cl)cc1OC | 0% | -5% | -6%[76.3 µM]
Cc1cc(C)cc(NC(=O)Cn2c(=O)n(CCC(C)C)c(=O)c3cccnc32)c1 | 5% | 1% | 11%[76.3 µM]
CCOc1ccc(CCNC(=O)Cn2nc(CC)n3c(cc4c(OC)cccc43)c2=O)cc1OCC | 9% | 6% | -3%[76.3 µM]
CCOc1ccc(C2CC(c3c(O)n(C4CCCCC4)c(=O)[nH]c3=O)=Nc3ccccc3S2)cc1 (centres undefined) | -2% | 1% | 5%[76.3 µM]
COc1ccc(OC)c(/C=C(\C#N)c2nc3ccccc3c(=O)[nH]2)c1 | ? | -7% | -7%[76.3 µM]
CCCc1nnc(NC(=O)Nc2ccccc2Cl)s1 | -2% | -7% | 8%[76.3 µM]
Cc1cc(NC(=O)c2ccc(-c3ccc(Br)cc3)o2)cc(-c2nc3ncccc3o2)c1O | -1% | 3% | 10%[76.3 µM]
COc1ccc2nc(SCC(=O)c3c(C)[nH]c4ccccc34)nc(C)c2c1 | -26% | 2% | 12%[76.3 µM]
COc1cccc(-c2cnc(NCc3ccccc3Cl)n2C)c1 | 4% | 3% | ?
CCc1ccc(S(=O)(=O)c2nnn(-c3ccc(F)cc3)c2N)cc1 | 7% | 1% | 10%[76.3 µM]
Cc1ccc(CNC(=O)c2nc(S(=O)(=O)Cc3ccc(C)cc3)ncc2Cl)cc1 | 1% | 6% | -2%[76.3 µM]
Cc1oc2ncnc(N3CCOCC3)c2c1C(=O)Nc1ccc(Br)cc1F | -2% | -2% | -1%[76.3 µM]
COc1ccc(-c2nc3c(c(SCC(=O)Nc4ccccc4F)n2)Cc2cc(C)ccc2O3)cc1 | -2% | 3% | -14%[76.3 µM]
Cc1ccccc1Cn1c(=O)n(CCc2ccccc2)c(=O)c2c(C)c(C)sc21 | 5% | 1% | -12%[76.3 µM]
COc1ccc(C(=O)c2cn(Cc3ccccc3OC)c3cc4c(cc3c2=O)OCO4)cc1 | -3% | 4% | -2%[76.3 µM]
COc1ccc(OC)c(NS(=O)(=O)c2cc3c(cc2Cl)N(C(C)=O)CCO3)c1 | 4% | 2% | 12%[76.3 µM]
COc1ccc(-c2nnn3c2nc(NCCc2ccc(OC)c(OC)c2)c2ccccc23)cc1 | -1% | -5% | -12%[76.3 µM]
COc1ccc(NC(=O)Cn2cnc3c(nc4n3CCCCC4)c2=O)c(OC)c1 | -19% | 5% | -1%[76.3 µM]
COc1ccc(CCNC(=O)Cc2c(C)c3cc(OC)c(OC)cc3oc2=O)cc1 | -27% | 7% | 11%[76.3 µM]
CCCn1c2ccccc2c2cnn(CC(=O)N(C)c3ccccc3CC)c(=O)c21 | -8% | -2% | -4%[76.3 µM]
COc1ccc(NC(=O)c2nc3nc(C)cc(C(F)F)n3n2)c(C)c1 | ? | 0% | 1%[76.3 µM]
CCN1CCN(CCCNC(=O)CS(=O)(=O)Cc2nc(-c3ccccc3C)oc2C)CC1 | 1% | -2% | -4%[76.3 µM]
COc1cccc(COC(=O)c2ccc(-c3nnn(Cc4cccc(OC)c4)n3)cc2)c1 | 3% | 5% | -5%[76.3 µM]
O=C(NCc1ccccc1Cl)c1ccc(Cn2c(=O)c3cccn3c3cccnc32)cc1 | 0% | -3% | -4%[76.3 µM]
(listing goes on)
SMILES | TexasRed fluor | TRb SRC2 PPI | GAA glycogen mod
COc1cc(/C=C2\CCC/C(=C\c3ccc(O)c(OC)c3)C2=O)ccc1O | -7% | 0% | -1%
COc1ccccc1OCCn1cc(C(=O)c2cccs2)c2ccccc21 | -27% | -2% | 12%[76.3 µM]
CCc1ccc(S(=O)(=O)c2cn(C)c3cc(N4CCOCC4)c(F)cc3c2=O)cc1 | ? | -5% | 9%[76.3 µM]
CCCCCOc1ccc(Cn2c(=O)oc3ccccc32)cc1 | -1% | 1% | 18%[76.3 µM]
CCOc1ccc(NC(=O)Cc2csc(COc3cccc(C)c3)n2)cc1 | ? | -2% | 4%[76.3 µM]
Cc1ccc(S(=O)(=O)c2nc(-c3cccs3)oc2SC(C)C)cc1 | -2% | 5% | -14%[76.3 µM]
CN(Cc1ccccc1)C(=O)CSc1nnc(-c2cccc(Cl)c2)o1 | 8% | 1% | -4%[76.3 µM]
COCCCNC(=O)c1ccc2c(c1)N=C(C)c1c(C)ccc(C)c1S2 | -1% | -1% | 2%[76.3 µM]
Cc1ccc(C)c(CN2C(=O)c3ccccc3S(=O)(=O)c3ccc(C(=O)N4CCCC4)cc32)c1 | 3% | -1% | 14%[76.3 µM]
O=C(NCc1ccccc1Cl)c1ccc2c(c1)N(Cc1ccccc1)CCS2 | 0% | -9% | -13%[76.3 µM]
CCC1CCCCN1CCCNC(=O)c1ccc2c(c1)sc1nc(-c3ccc(F)cc3)cn12 (centres undefined) | -35% | -1% | 19%[76.3 µM]
COc1ccc(OC)c(NC(=O)CN(c2ccccc2OC)S(=O)(=O)c2ccc(C)cc2)c1 | -1% | 3% | 1%[76.3 µM]
CCCc1cc(=O)[nH]c(Nc2cc(C)ccc2OC)n1 | -1% | -3% | -7%[76.3 µM]
COc1cccc(-c2cc(C(=O)NCc3ccccc3)no2)c1 | 6% | -4% | 13%[76.3 µM]
CN1C(C(=O)Nc2ccc(OC(F)(F)F)cc2)=CC(c2ccc3c(c2)OCO3)=NS1(=O)=O | -1% | -4% | -4%[76.3 µM]
CC(C)OCCCNC(=O)Cn1ccc2cc(S(=O)(=O)N3CCCCCC3)ccc21 | -2% | 4% | -5%[76.3 µM]
COC(=O)c1ccc(NC(=O)c2nc(-c3ccc(Cl)cc3)n3c2CCCCC3)cc1 | 5% | 1% | -8%[76.3 µM]
O=C(Nc1ccc(Cl)cc1)C(NS(=O)(=O)c1cccs1)c1ccccc1 (centres undefined) | -3% | 4% | -8%[76.3 µM]
CC(=O)Nc1cccc(NC(=O)Cc2csc(COc3cccc(C)c3)n2)c1 | 5% | -3% | 11%[76.3 µM]
COC(=O)c1sc(N2C(=O)c3oc4cc(C)c(C)cc4c(=O)c3C2c2ccccc2F)nc1C (centres undefined) | -14% | 8% | 12%[76.3 µM]
O=c1ccc2cc(S(=O)(=O)NCc3ccc(Cl)cc3)ccc2[nH]1 | 1% | -5% | 2%[76.3 µM]
O=C(Nc1nc2n(n1)C(c1ccc(F)cc1)C=C(c1ccc(Cl)cc1)N2)c1ccc([N+](=O)[O-])cc1 (centres undefined) | -2% | 6% | 12%[76.3 µM]
COc1ccc(C2CC(=O)Nc3c2c(C)nn3-c2nncc(-c3ccccc3)n2)c(OC)c1OC (centres undefined) | -1% | 6% | 6%[76.3 µM]
Cc1ccc2nc(NC(=O)c3nc(SCc4ccccc4F)ncc3Cl)sc2c1 | 0% | -8% | 16%[76.3 µM]
CN(C)CCNC(=O)c1ccc2c(c1)N(Cc1ccccc1)C(=O)c1ccccc1S2(=O)=O | -2% | -3% | -9%[76.3 µM]
CCN1C(C(=O)c2ccccc2)=C(OC(=O)C(C)C)c2ccccc2S1(=O)=O | -1% | -11% | 0%[76.3 µM]
COc1ccccc1Cn1cc(C(=O)c2ccc(C)cc2)c(=O)c2cc3c(cc21)OCCO3 | -7% | 4% | 13%[76.3 µM]
CCOc1ccc(Nc2c(S(=O)(=O)c3ccccc3)cnc3ccc(CC)cc23)cc1 | 5% | -4% | -23%[76.3 µM]
COc1ccc(CCNC(=O)CSc2nc3ccccc3nc2Cc2ccc(C)cc2)cc1OC | -3% | -3% | 9%[76.3 µM]
CCOc1ccccc1CNC(=O)c1ccc(Cn2c(=O)c3cccn3c3cccnc32)cc1 | -3% | 2% | 11%[76.3 µM]

One compound at a time, from the list above:
COCCCNC(=O)c1ccc2c(c1)N=C(C)c1c(C)ccc(C)c1S2 is listed with TexasRed fluor: -1%; TRb SRC2 PPI: -1%; GAA glycogen mod: 2%[76.3 µM]
Cc1ccc(S(=O)(=O)c2nc(-c3cccs3)oc2SC(C)C)cc1 is listed with TexasRed fluor: -2%; TRb SRC2 PPI: 5%; GAA glycogen mod: -14%[76.3 µM]
CCN1C(C(=O)c2ccccc2)=C(OC(=O)C(C)C)c2ccccc2S1(=O)=O is listed with TexasRed fluor: -1%; TRb SRC2 PPI: -11%; GAA glycogen mod: 0%[76.3 µM]

Of the compounds above, these contain bromine:
SMILES | TexasRed fluor | TRb SRC2 PPI | GAA glycogen mod
CC(=O)N1c2c(cc(Br)cc2S(=O)(=O)N2CCN(c3ccccc3)CC2)CC1C (centres undefined) | -3% | 6% | -15%[76.3 µM]
Cc1cc(NC(=O)c2ccc(-c3ccc(Br)cc3)o2)cc(-c2nc3ncccc3o2)c1O | -1% | 3% | 10%[76.3 µM]
Cc1oc2ncnc(N3CCOCC3)c2c1C(=O)Nc1ccc(Br)cc1F | -2% | -2% | -1%[76.3 µM]

A portion of the library; count on the stated rates, not on these rows.
